# KDM5B inhibitor = KDM5B demethylase inhibition; Q9UGL1; Potency, µM (titrated, usually from 57.7 µM), inactives show top-dose activity change, negative = inhibition, hits mostly inhibitors; AID 1347165; KDM5B demethylase, FDH-coupled NADH fluorescence (FDH is formaldehyde dehydrogenase); hit rate 2.6% among 220,000; active = well fitted inhibition curve with a large enough effect; inconclusive = small, poorly fitted or top-dose-only effect; inactive = no such curve, though single readings can be large or run the other way; also: 0% is about no effect; nearly all actives have a fitted effect of over 70% in size
# Target sequence (Q9UGL1 whole entry, looked up): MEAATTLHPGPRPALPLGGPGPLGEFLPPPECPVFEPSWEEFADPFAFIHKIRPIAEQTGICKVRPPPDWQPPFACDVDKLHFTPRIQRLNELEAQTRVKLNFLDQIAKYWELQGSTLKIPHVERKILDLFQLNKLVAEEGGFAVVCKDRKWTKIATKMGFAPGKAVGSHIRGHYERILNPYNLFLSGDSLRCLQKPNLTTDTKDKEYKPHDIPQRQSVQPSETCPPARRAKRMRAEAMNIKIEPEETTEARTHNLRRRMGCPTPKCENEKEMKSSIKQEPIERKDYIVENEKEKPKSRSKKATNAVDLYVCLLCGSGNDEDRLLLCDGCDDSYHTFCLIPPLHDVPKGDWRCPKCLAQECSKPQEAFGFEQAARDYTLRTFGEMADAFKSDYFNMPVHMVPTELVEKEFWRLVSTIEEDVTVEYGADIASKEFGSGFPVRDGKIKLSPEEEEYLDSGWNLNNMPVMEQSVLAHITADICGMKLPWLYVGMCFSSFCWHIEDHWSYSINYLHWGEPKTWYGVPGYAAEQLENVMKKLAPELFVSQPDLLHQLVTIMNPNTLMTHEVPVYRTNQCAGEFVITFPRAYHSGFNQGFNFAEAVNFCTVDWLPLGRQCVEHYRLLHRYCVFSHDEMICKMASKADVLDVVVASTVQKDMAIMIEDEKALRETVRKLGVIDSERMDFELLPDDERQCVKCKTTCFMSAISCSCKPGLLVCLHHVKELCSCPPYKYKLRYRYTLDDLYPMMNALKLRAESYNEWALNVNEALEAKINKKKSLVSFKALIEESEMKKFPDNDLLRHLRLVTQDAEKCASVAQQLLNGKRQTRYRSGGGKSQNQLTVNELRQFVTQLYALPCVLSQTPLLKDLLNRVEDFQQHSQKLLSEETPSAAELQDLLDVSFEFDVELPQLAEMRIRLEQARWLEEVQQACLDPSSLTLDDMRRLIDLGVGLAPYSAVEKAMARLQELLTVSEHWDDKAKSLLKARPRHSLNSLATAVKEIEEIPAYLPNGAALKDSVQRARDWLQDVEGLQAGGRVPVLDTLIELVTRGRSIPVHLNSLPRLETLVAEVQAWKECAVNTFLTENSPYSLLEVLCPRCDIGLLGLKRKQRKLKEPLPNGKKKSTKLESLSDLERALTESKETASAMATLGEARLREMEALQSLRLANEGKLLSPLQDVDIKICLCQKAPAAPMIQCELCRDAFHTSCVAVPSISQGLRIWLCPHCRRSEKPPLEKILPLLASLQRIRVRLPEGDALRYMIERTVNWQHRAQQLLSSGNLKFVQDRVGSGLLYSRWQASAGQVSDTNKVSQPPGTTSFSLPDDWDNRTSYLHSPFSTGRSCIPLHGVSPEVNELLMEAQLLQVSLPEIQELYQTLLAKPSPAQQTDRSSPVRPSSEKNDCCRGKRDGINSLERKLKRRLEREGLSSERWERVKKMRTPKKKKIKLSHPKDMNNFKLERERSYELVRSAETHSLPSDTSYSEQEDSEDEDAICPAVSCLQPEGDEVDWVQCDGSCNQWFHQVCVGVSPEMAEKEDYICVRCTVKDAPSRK
#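 Coupled FDH/NAD⁺ fluorescence readout. KDM5BΔAP 200 nM final; compound titration, 10 min RT preincubation; substrate mix 12.5 µM H3K4me3, 25 µM 2-OG, 50 µM Fe(II), 100 µM ascorbate, 0.25 mM NAD⁺, 0.25 U/mL FDH; ΔRFU over 30 min.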
# * hit, by the source's call; ? = inconclusive; & = joins results of further samples; [ ] = remark or other dose. Potency is read from the fitted curve at half-maximal effect. Some of the compounds tested (hit frequency here may not be typical).
SMILES,KDM5B inhibitor
CC(C)N1CCN(CC2COc3ccccc3O2)CC1 (stereo not given),?
Cc1cc(S(=O)(=O)N(C)CC2CCOC2)ccc1F (stereo not given),-18.6%
c1ccc2c(N3CCN(Cc4cc5n(n4)CCNC5)CC3)nsc2c1,?
CC1CCN(C(=O)Cn2c(=O)n(CCCCCC(=O)NCc3ccccc3Cl)c(=O)c3sccc32)CC1,1.4%
O=C(NCc1cccs1)c1ccc2ccccc2c1,13.9%
CC(C)NC(=O)N1Cc2[nH]cnc2C[C@H]1C(=O)NCc1ccc(Cl)cc1,-12.5%[86.2 µM]
CN1C(C(=O)c2ccccc2)=C(OC(=O)c2ccccn2)c2ccccc2S1(=O)=O,2.9%
Cc1ccc(C(=O)N2CCC(Oc3ccc(C(=O)N(C)C)cn3)CC2)cc1F,-9.9%
Cc1cccc(-c2ocnc2C(=O)Nc2ccc3c(c2)OCCO3)c1,-24.4%
COc1ccc(NC(=O)O[C@@H]2CO[C@H]3[C@@H]2OC[C@@H]3Nc2nccc(-c3cccc(C#N)c3)n2)cc1,-19.6%
COc1ccc(-c2nc(N)n(C(=O)c3ccc(Cl)cc3)n2)cc1,-14.8%
CC(C)(CNC(=O)Cc1ccc(Br)cc1)N1CCOCC1,?
CCOc1cc(-c2nn3c(-c4cccc(C)c4)nnc3s2)cc(OCC)c1OCC,-17.8%
COc1ccc(C)cc1NC(=O)CSc1nc2ccccc2nc1C,15.3%
N#CCCN(C(=O)CSc1ccc2ccccc2n1)c1ccccc1,7.3%
O=C(O)CNS(=O)(=O)c1ccc(Br)c2ccccc12,12.1%
Cc1ccc(NC(=O)COc2ccc3c(C)cc(=O)oc3c2)c(C)c1,1.6%
CN(CC#CC1=CCCCC1)/C(N)=N/C(=O)OCc1ccccc1,4.0%
COc1cc(NCC(=O)NC(C)(C#N)C(C)C)c(OC)cc1Cl (stereo not given),8.4%
CCOC(=O)C1CCCN(S(=O)(=O)c2cc3c(cc2C)NC(=O)CO3)C1 (stereo not given),5.5%
Clc1ccc(CN2CCOC[C@H](Oc3ccccc3)C2)cc1,3.0%[86.2 µM]
CCCCOC(=O)/C(C#N)=C/c1ccc(-c2cccc(C(F)(F)F)c2)o1,-18.9%[11.5 µM]
O=C(Cn1nc2c(cc1=O)CCCC2)NCC1CCOCC1,-13.1%
COc1cccc(C2C(C(=O)OC(C)C)=C(C)N=c3s/c(=C\c4ccc(C(=O)O)cc4)c(=O)n32)c1 (stereo not given),-15.1%
Cc1ccc(C(=O)N2CCC(Cc3nc(-c4ccccc4)no3)CC2)c(C)c1,8.4%

# (list continues)
SMILES,KDM5B inhibitor
O=c1[nH]c(Nc2ccccc2)nc2nccc(-c3ccco3)c12,-3.0%
Cc1occc1C(=O)N1CCCC(O)(CNC(=O)N2CCOCC2)CC1 (stereo not given),11.9%
O=C(Cn1cc(SCc2cccc(Cl)c2)c2ccccc21)N1CCCCCC1,-19.8%
O=C(CSc1nnc(-c2cccc(Cl)c2)o1)N1CCc2ccccc21,-8.8%
CCCOc1ccc(C2C(=O)N(C3CCC(C)CC3)CC(=O)N2Cc2ccc(F)cc2)cc1OC (stereo not given),10.0%
COc1ccc(S(=O)(=O)Oc2ccc3c(c2)O/C(=C\c2sccc2C)C3=O)cc1,17.6%
O=C(NCc1nc(-c2ccccc2)no1)NC1CCCCC1,3.1%
COc1ccc(CN2CCN(Cc3ccc(OCc4ccncc4)cc3)CC2)cc1,-25.5%
CCOC(=O)c1ccc(NC(=O)CC2C(=O)N(c3ccccc3)C(=O)N2Cc2ccc(C)cc2)cc1 (stereo not given),-1.3%
CCc1ccc(C(=O)N2CCN(C3CCN(CCc4ccccc4)C3=O)CC2)cc1 (stereo not given),10.3%
CC(C)C(=O)NCC12CCCC=C1NC(=O)CC2 (stereo not given),-23.4%
C=CCn1c(N2CCN(Cc3ccc(Cl)c(Cl)c3)CC2)nc2c1c(=O)[nH]c(=O)n2C,14.5%
CS(=O)(=O)c1ccc(CN2C[C@H](O)C[C@H]2c2nc(-c3ccc4c(c3)OCO4)no2)cc1,-13.8%
O=C(O)C[C@@H]1CCN(C(=O)c2ccnc(Cl)c2)C[C@@H]1CCN1CCN(c2ccc(F)cc2)CC1,0.8%
Cc1ccc(N2CC(NC(=O)c3ccc(S(=O)(=O)N4CCCC4)cc3)CC2=O)cc1 (stereo not given),-2.8%
COCCN1CCC2(CCC1=O)CN(CCC(=O)N1CCCC1)CCN2C (stereo not given),-20.1%
Cc1nc2cc(-c3cccc(F)c3)nn2c(C)c1CCC(=O)NC1CCN(Cc2ccccc2)CC1,-13.4%
COc1cccc(NC(=O)Cn2c(-c3ccc(F)cc3)nc(C)cc2=O)c1,-16.2%
CCOc1ccc(NC(=O)NCCCN2CCN(c3ccc(OC)cc3)CC2)cc1,1.7%
Cn1c(=O)[nH]c(=O)c2c1nc(Sc1nc3ccccc3[nH]1)n2Cc1ccccc1Cl,-9.7%
COc1ccc(CC2CN(C(=O)c3ccnc(N)c3)CCO2)cc1 (stereo not given),25.1µM*
Cc1ccccc1C(=O)Nc1ccc2c(c1)CCC2,15.9%
Cc1ccccc1S(=O)Cc1ccc(C(=O)NCc2ccccc2Cl)o1 (stereo not given),-6.0%
C=CCN(Cc1cccs1)C(=O)CCc1ccco1,?
Cc1cc(C)cc(C(=O)N2CCN(Cc3cccc4cccnc34)CC2)c1,5.2%

# Among those listed so far, 5 contain a furan ring, fused or not.
SMILES,KDM5B inhibitor
CCCCOC(=O)/C(C#N)=C/c1ccc(-c2cccc(C(F)(F)F)c2)o1,-18.9%[11.5 µM]
O=c1[nH]c(Nc2ccccc2)nc2nccc(-c3ccco3)c12,-3.0%
Cc1occc1C(=O)N1CCCC(O)(CNC(=O)N2CCOCC2)CC1 (stereo not given),11.9%
Cc1ccccc1S(=O)Cc1ccc(C(=O)NCc2ccccc2Cl)o1 (stereo not given),-6.0%
C=CCN(Cc1cccs1)C(=O)CCc1ccco1,?

# The results go on:
SMILES,KDM5B inhibitor
N#Cc1cccc(NC(=O)NCCNc2ccccn2)c1,7.0%
COc1cccc(N2C(=O)NC(=NC3CCCC3)C23CCN(C(=O)c2ccc(C)cc2)C3)c1 (stereo not given),6.9%[115 µM]
O=C1COCC(=O)N1CCc1c[nH]c2ccccc12,13.8%
CCC(CC)NC(=O)N1CCN(S(=O)(=O)c2ccccc2C#N)CC1,-6.9%
N#Cc1nc(-c2ccc(S(=O)(=O)N3CCCC3)cc2)oc1NCc1ccc2c(c1)OCO2,?
Cc1noc(C)c1C(=O)N1CCC2(CC1)c1[nH]c3ccccc3c1CCN2C,?
CCn1ccc(C(=O)N2CCC(Cc3ncc(C)n3CCOC)CC2)n1,13.8%
Clc1ccc(-c2nn3c(-c4ccc5ccccc5n4)nnc3s2)cc1,-18.9%
NC(=O)[C@@H]1[C@@H]2C(=O)N(c3ccc(F)cc3)C(=O)[C@@H]2[C@H]2C=Cc3ccccc3N21,?
COc1cccc(CC(=O)N2CCc3nnc([C@@H]4C[C@@H](O)CN4C(C)C)n3CC2)c1,5.8%
O=C(O)c1cc2ccc(-c3ccccc3)cc2[nH]1,?
Cc1ccc(-n2c(SCC(N)=O)nc3c(oc4ccccc43)c2=O)cc1,-12.3%
CS(=O)(=O)N1CCC(CC(=O)N2CCCC2)C1 (stereo not given),-3.3%
CCCCn1cnc2c1c(=O)n(CC(=O)Nc1ccc(C)c(F)c1)c(=O)n2CCCC,12.1%
CC(=O)N1CC2(CCCN(C3COC3)C2)Cc2ccccc21 (stereo not given),?
O=C(c1ccco1)N1CCC(C2CCN(Cc3cccnc3)CC2)C1 (stereo not given),0.8%
Cc1cc(C(=O)N[C@H](C)c2onc(-c3cccnc3)c2C(=O)O)no1,?
Cc1ccc(C2SCc3cc(C)c(C)cc3CS2)c(O)c1,-0.8%
CCN(CC)CC[C@H]1CN(C(=O)c2ccc(OC)cc2)CC[C@H]1CC(=O)O,24.5%[86.2 µM]
COCCNC(=O)c1ccc(OC)cc1OC1CCN(Cc2cccc3cccnc23)CC1,-20.1%
NC1CCCCN(Cc2cc(-c3ccccc3OC(F)(F)F)no2)C1 (stereo not given),8.7%
COc1ccccc1CNCC(O)(c1ccc(F)cc1)c1ccc(F)cc1,12.2%
O=C(NCCC1CCN(C(=O)Nc2cccc(F)c2)CC1)c1ccccc1,6.4%
Cc1ccc(C)c(NC(=O)Cn2ccn3nc4c(c3c2=O)CCCCC4)c1,?
Cc1ccc(NC(=O)C2CCCN(c3nnc(-n4c(C)ccc4C)s3)C2)cc1Cl (stereo not given),?

# Continued:
SMILES,KDM5B inhibitor
CNC(=O)COC(=O)c1cc(-c2ccc(F)cc2)nc2ccccc12,?
COCc1ccc2c(c1)c(OC(C)(C)C(=O)NC1CC1)nn2Cc1ccccc1,35.5µM*
O=C(Nc1ccc(C(F)(F)F)cc1)N1CCCC(Cn2cnc3cccnc32)C1 (stereo not given),8.3%
CC(C)c1cccc(N(C)CC(=O)NC(N)=O)c1,2.2%
N#Cc1cccc(C(=O)N2CCC3(CC2)CC(Cc2ccc(F)cc2)CCO3)c1 (stereo not given),13.8%
COc1ccc2c(Sc3ccc(C)cc3)c(C(=O)NC(C)c3ccccc3)[nH]c2c1 (stereo not given),-6.5%
CCn1nc(C)c2c(-c3ccccc3)cc(=O)n(C(C)C(=O)NCCc3ccccc3)c21 (stereo not given),?
N#Cc1cccc(C(=O)Nc2ccc([C@H]3OCC(=O)N(C4CCOCC4)[C@@H]3CO)cc2)c1,14.9%
COc1ccc2c(c1)CCc1c-2n[nH]c1C(=O)N1CCc2nc3cc[nH]n3c(=O)c2C1,?
CCn1cc2nc(SCc3ccc(F)cc3)n(Cc3ccc(Cl)cc3)c(=O)c2n1,-6.7%
CC(=O)c1cc(-c2ccccc2)n(CCC(=O)Nc2cc(C)cc(C)c2)c1C,?
Fc1cccc(CCNc2ncnc3nc[nH]c23)c1,12.4%
CCc1noc(-c2ccc(N3CCCCC3C)c([N+](=O)[O-])c2)n1 (stereo not given),-14.2%
Cc1noc(C)c1Cc1c(C(=O)NCC23CCC=C2N(C)C(=O)CC3)noc1C (stereo not given),19.3%
Cc1ccc2oc(-c3cc(NC(=O)c4ccccc4C)ccc3O)nc2c1,12.2%&9.4%
NC(=O)c1ccccc1OCc1coc(-c2ccc(F)cc2)n1,-4.6%
O=C(Nc1cccc(F)c1)N1Cc2[nH]cnc2C[C@H]1c1nc(-c2ccc(C(F)(F)F)cc2)no1,-7.0%
Cc1c(C(=O)C(=O)NCc2ccccc2Cl)c2ccccc2n1C,-2.6%
Cc1ccc(/C=C(/C#N)C(=O)c2ccsc2)cc1C,?
CCCC(=O)N1Cc2ccccc2CC2(CCCN(CCC)C2)C1 (stereo not given),10.1%[149 µM]
COc1ccc(C(C)=O)cc1COc1cccc2c1OC(C)(C)C2,-3.0%
Cc1cc(C)c(SC(C)C(=O)NC2CC2)c(C)c1 (stereo not given),19.7%
N#Cc1ccc(COc2ccc(Br)cc2Br)cc1,18.6%
COC(=O)c1c(C)[nH]c(C(=O)OC(C)c2nnc(-c3ccccc3)o2)c1C (stereo not given),7.5%
CC(C)CCn1c(SCC(N)=O)nc2c1c(=O)[nH]c(=O)n2C,-4.6%

# Three compounds already listed, sorted by molar mass, rising.
SMILES,KDM5B inhibitor
Fc1cccc(CCNc2ncnc3nc[nH]c23)c1,12.4%
Cc1cc(C)c(SC(C)C(=O)NC2CC2)c(C)c1 (stereo not given),19.7%
O=C(Nc1cccc(F)c1)N1Cc2[nH]cnc2C[C@H]1c1nc(-c2ccc(C(F)(F)F)cc2)no1,-7.0%

# Next section.
SMILES,KDM5B inhibitor
O=C(c1ccccc1)N1CCN2C(=O)N(Cc3ccc(F)cc3)C[C@H]2C1,-17.6%[86.2 µM]
OCc1cccc(-c2cc(-c3ccncc3)c3cncn3c2)c1,?
Cc1cc(C)n(CC2(Cn3cc(C4CCCNC4)nn3)CC2)n1 (stereo not given),-42.4%
Cc1ccc(OC(=O)C(C)Oc2ccc(Cl)cc2Cl)c(C)c1 (stereo not given),13.5%
O=c1[nH]c(=O)n(-c2ccc(F)cc2)c2c1CN(C1CCCCC1)CN2,24.8%
O=C1CC(c2ccccc2)NCCCCCN1 (stereo not given),1.8%
COc1ccc(C(C)NC(=O)c2[nH]c3c(c2C)C(=O)CCC3)cc1F (stereo not given),-5.6%
COc1cc(CC(=O)N2CCN(S(=O)(=O)c3ccc(C)cc3)CC2)cc(OC)c1OC,22.6%
Cc1ccc2c(CN3CCN(c4ccccn4)CC3)cc(=O)oc2c1C,12.3%
CCc1ccccc1NC(=O)Cn1ccn(-c2ccc(OC)cc2)c(=O)c1=O,-7.3%
COc1ccc(C(=O)N2CCC(C(=O)N3CCCCCCNC(=O)CC3)CC2)c(OC)c1,-13.7%
Cc1ccc(N2CCN(C(C(=O)O)c3cn(CC(=O)O)c4cc(F)ccc34)CC2)c(C)c1 (stereo not given),-4.7%
O=C(NCc1cccnc1)c1cc(-c2cnccc2Cl)c2cccn2n1,9.3%[115 µM]
CC(C)N(Cc1cnn(C)c1)Cc1cn(Cc2ccccc2)nc1-c1ccc2c(c1)OCO2,29.0%
COc1ccc(S(N)(=O)=O)cc1C(=O)N1CCOCC1CC(=O)O (stereo not given),33.0%[activator]
Cc1ccc(N2CCN(C(=O)CCc3c(C)nc4c(c3C)c(=O)n(C)c(=O)n4C)CC2)c(C)c1,-17.7%
CNC(=O)c1ccc(CN(CC(=O)NC2(C#N)CCCCC2)C2CC2)cc1,20.2%
O=S(=O)(NCCc1csc2nc(-c3cccc(F)c3)nn12)c1ccc2c(c1)CCCC2,6.1%
Cc1[nH]c2ccccc2c1C(=O)C(C)Oc1ccc(Cl)c2ccccc12 (stereo not given),-13.2%
CC(NC(=O)c1nccnc1N)c1ccc2ccccc2c1 (stereo not given),?
COCCN(C)C(=O)c1cn(C2CN(C(=O)NCc3ccc(C)cc3)C2)nn1,23.6%

# Source: PubChem (National Center for Advancing Translational Sciences (NCATS))
